Bioassay records as filed in PubChem BioAssay.
DRD3 antagonist: D3 dopamine receptor (human) antagonism | P35462 | D3R cells, DiscoveRx beta-arrestin luminescence, antagonist mode; active compounds read low | max response, negative = inhibition, % | 360,000 compounds, 2.5% hits; in the data active = max response below about -50%; inconclusive = no clear call, values can overlap the other calls; also: % is scaled to controls: 0 for no effect and ±100 for the full control effect; mostly tested at two doses, the higher about 12 µM
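Cells plated overnight at 1500 cells/well, then exposed to library compounds with dopamine controls for 90 minutes at 37 degrees C. DiscoveRx reagent added for 30–60 minutes at room temperature; luminescence read, quantitative HTS format.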
EPAC2 ag: EPAC2 (human) agonism. EPAC2 activation, biochemical qHTS; response scale: 100% = 6.5 mM cAMP response. AID 720711. Q8WZA2. Potency, µM (doses to about 154 µM), for inactives: at the top dose activation, actives largely listed as activators. 360,000 compounds, 0.079% hits; also: potency is read from the fitted curve at half-maximal effect; nearly all actives have a fitted effect of over 50% in size
Target sequence (Q8WZA2 whole entry, looked up): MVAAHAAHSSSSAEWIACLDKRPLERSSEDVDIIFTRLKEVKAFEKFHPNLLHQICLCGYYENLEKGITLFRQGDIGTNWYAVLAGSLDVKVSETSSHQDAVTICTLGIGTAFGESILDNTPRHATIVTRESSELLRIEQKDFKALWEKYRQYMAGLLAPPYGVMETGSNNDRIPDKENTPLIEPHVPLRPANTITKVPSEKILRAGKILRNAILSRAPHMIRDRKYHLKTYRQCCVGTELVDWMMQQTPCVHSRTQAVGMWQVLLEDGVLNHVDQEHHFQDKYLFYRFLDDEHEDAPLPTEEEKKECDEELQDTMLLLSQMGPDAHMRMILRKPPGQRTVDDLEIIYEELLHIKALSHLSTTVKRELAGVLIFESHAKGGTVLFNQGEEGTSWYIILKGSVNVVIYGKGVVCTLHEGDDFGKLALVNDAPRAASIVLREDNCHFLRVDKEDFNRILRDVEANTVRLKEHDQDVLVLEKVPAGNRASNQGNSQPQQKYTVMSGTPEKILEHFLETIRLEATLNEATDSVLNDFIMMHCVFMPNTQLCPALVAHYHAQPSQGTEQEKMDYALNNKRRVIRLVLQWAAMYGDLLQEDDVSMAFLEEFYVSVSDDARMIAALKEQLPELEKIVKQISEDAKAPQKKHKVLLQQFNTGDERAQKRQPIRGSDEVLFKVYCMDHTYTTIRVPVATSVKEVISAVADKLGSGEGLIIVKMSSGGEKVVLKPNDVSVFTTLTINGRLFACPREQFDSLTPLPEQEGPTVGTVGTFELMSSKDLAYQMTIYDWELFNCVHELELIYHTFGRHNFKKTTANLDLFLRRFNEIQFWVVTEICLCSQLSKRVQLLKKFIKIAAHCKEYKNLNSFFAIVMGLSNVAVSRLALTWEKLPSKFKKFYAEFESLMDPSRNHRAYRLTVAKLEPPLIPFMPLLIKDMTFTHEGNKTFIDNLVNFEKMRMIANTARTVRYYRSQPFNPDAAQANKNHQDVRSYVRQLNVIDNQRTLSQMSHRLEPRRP
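In this primary screen, activation is scored as increased exchange of BODIPY-GDP from Rap1B by 100 nM EPAC2, with 50 uM GDP as competitor. Signal is normalized to the 6.5 mM cAMP agonist control.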
Abeta rescue: A-beta toxicity reversal in yeast. yeast expressing A-beta42, growth rescue, OD600, 48 h; response scale: 0% DMSO, 100% iron-clioquinol control. Potency, µM (top dose mostly 46.1 µM), for the others: top-dose growth rescue, actives largely listed as activators. 410,000 compounds, 0.063% hits; also: potency is read from the fitted curve at half-maximal effect; nearly all actives have a fitted effect of over 55% in size
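Yeast A-beta toxicity model in growth medium with pinned compounds, 48 h at 30 C; growth read as absorbance at 600 nm. Normalized to FeCl3/clioquinol equimolar mix (positive) and DMSO (negative).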
EPAC2 antagonist: EPAC2 (human) antagonism; EPAC2 GEF exchange of Rap1B-BODIPY-GDP, fluorescence; 360,000 compounds, 0.18% hits; Potency, µM (series often up to 114 µM), without a hit: at the top dose activity, negative = inhibition, hits mostly inhibitors; also: potency is read from the fitted curve at half-maximal effect; % is scaled to controls: 0 for no effect and ±100 for the full control effect; nearly all actives have a fitted effect of over 45% in size; many of its hits are not listed in these tables
aSyn yeast inh: rescues yeast growth from alpha-synuclein toxicity | Yeast expressing alpha-synuclein, growth rescue, BacTiter-Glo, 24 h | Potency, µM (highest dose often 46.1 µM), for the others: top-dose growth rescue (activation), hits mostly activators | 370,000 compounds, 0.14% hits; also: potency is read from the fitted curve at half-maximal effect; % of control where 0% means no effect; nearly all actives have a fitted effect of over 65% in size
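Screening used galactose-induced yeast with toxic alpha-synuclein levels, exposed to compound for 24 hr at 30 deg C. Cell growth, read with BacTiter-Glo luminescence, gave the measured signal.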
TDP-43 yeast inh: TDP-43 toxicity inhibition in yeast; TDP-43 expressing yeast growth rescue, BacTiter-Glo, 24 h; Potency, µM (top dose mostly 46.1 µM), for the others: at the top dose growth rescue (activation), usual class: activators; 410,000 compounds, 1.8% hits; AID 652104; also: potency is read from the fitted curve at half-maximal effect; % of control where 0% means no effect; nearly all actives have a fitted effect of over 50% in size
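Luminescence from BacTiter-Glo reports growth of TDP-43-expressing yeast after 24 hr at 30 deg C with compound. Cells were raffinose-pregrown to mid-log, then seeded in galactose medium at OD600=0.02.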
FUS suppressor: suppressors of FUS proteinopathy in yeast. S. cerevisiae FUS-expressing, growth rescue, OD600, 24 h. Potency, µM (top dose mostly 76.6 µM), for the others: at the top dose growth rescue (activation), most hits filed as activators. 390,000 compounds, 0.24% hits. AID 1347120;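 also: potency is read from the fitted curve at half-maximal effect; plate controls were DMSO vehicle for no effect and reference control for full effect; nearly all actives have a fitted effect of over 55% in size; some results filed as inactive show a strong effect at the top dose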
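Quantitative HTS measuring growth restoration of FUS-toxic yeast. Galactose-induced cells (OD 0.005) were exposed 24hr at 30C to compounds at several concentrations, then absorbance at 600 nm was recorded.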
D3 ag: activates the human D3 dopamine receptor | 410,000 compounds, 0.58% hits | max activation, % | D3R DiscoveRx beta-arrestin cells, luminescence, 90 min | AID 652048; in the data active = max activation above about 30%; also: 0% is about no effect; mostly tested at two doses, the higher about 12 µM
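Cells at 1500/well, incubated overnight, then treated with pinned compounds (dopamine as control) for 90 min at 37 degrees C. DiscoveRx reagent added for 30 - 60 minutes at room temperature; luminescence read.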
* marks the source's active call; other numbers are inactive results; ? = inconclusive; . = no result given; & = joins results of further samples; [ ] = dose if it differs, or a comment. Unless noted, calls follow the shape of the dose curve; as a rule, active = well fitted curve in the direction sought with a large enough effect; inconclusive = small, poorly fitted or top-dose-only effect, or another doubt; inactive = no such curve, though single readings can be large; an effect the other way counts as inactive or inconclusive. A portion of the library (hit frequency here may not be typical).

SMILES	DRD3 antagonist	EPAC2 ag	Abeta rescue	EPAC2 antagonist	aSyn yeast inh	TDP-43 yeast inh	FUS suppressor	D3 ag
COc1ccc(C2CC(c3cccs3)=NN2C(=O)CN2CCCCC2)cc1 (stereo not given)	-9.5	0.7%	-7.6%	6.4%	2.0%	-13.0%[9.22 µM]	12.8%	-6.5
Cc1nc(C(=O)NNC(=O)c2ccc(Cl)cc2)cs1	-0.2	7.9%	-13.5%	0.3%	2.0%	-2.2%	6.0%	-11.7
COc1ccc(N(CC(=O)NCCSC2CCCCC2)S(C)(=O)=O)c(OC)c1	16.2	-4.7%	-6.9%	-4.2%	0.3%	-14.9%	27.2%	14.3
COC(=O)[C@@]12CCCCN1[C@H](c1ccc(-c3cccc(Cl)c3)cc1)[C@@H]1C(=O)N(C)C(=O)[C@@H]12	12.8	1.6%	10.0%	-1.5%	-7.7%	13.4%	0.8%	15.0
COc1cc(Cl)c(C)cc1Nc1nnc(-n2nc(C)cc2C)c2ccccc12	.	.	-10.0%	.	.	-3.3%	10.3%	-2.9
Cc1ccc(S(=O)(=O)N2CCN(C)CC2)c(C)c1	11.2	5.8%	24.5%	8.6%	-4.7%	-17.8%	14.9%	5.5
O=C(CSc1nc2c([nH]c3ccccc32)c(=O)n1-c1cccc(Cl)c1)N1CCOCC1	9.9	1.6%	5.0%&-4.1%	7.9%	2.0%&3.1%	22.4%&15.6%	-4.3%&12.8%	5.5&0.5
C=CCn1c(-c2sc(-c3ccccc3)nc2C)n[nH]c1=S	-24.2	7.2%	?	-6.7%	-9.0%	35.5µM*	9.1%	-7.8
COCCN1C(=O)CCC1(C)c1nnnn1-c1c(C)cccc1C (stereo not given)	1.1	8.6%	-8.1%	8.0%	-1.1%	16.2%	-14.9%	0.4
COc1ccc(S(=O)(=O)Nc2cc(S(=O)(=O)c3ccccc3)c(O)c(C)c2C)cc1	.	.	1.7%	.	.	7.5%	1.2%	-8.9
O=C(NC1CCCCC1)c1ccc2c(=O)n(CC3CCCO3)c(=O)[nH]c2c1 (stereo not given)	11.9	-4.8%	17.0%	4.8%	2.0%	-5.6%	7.2%	3.0
C=C(C)CSc1nc(C)c(Cc2ccccc2)c(=O)[nH]1	45.6	0.4%	17.6%	8.6%	4.1%	13.3%	-2.8%	-2.2
Fc1ccc(N/N=C(/c2ccccc2)c2ccccn2)cc1	10.7	5.4%	-7.1%	7.0%	-3.7%	?	7.0%	-7.7
N/C(CS(=O)(=O)c1ccc(F)cc1)=N\O	0.0	9.1%	1.3%	13.7%	3.5%	-33.2%[1.82 µM]	7.7%	1.6
Cc1cc(NC(=O)c2ccc(F)cc2)no1	-1.6	-2.0%	-9.8%	8.7%	7.1%	12.4%	-1.2%	-2.2
Cc1nnc2n1N=CC=C(C(C)(C)C)S2	-18.0	2.4%	12.6%	10.7%	-5.9%	-14.0%	0.6%	-0.1
CC(Cc1cccnc1)NC(=O)CCc1nnc(-c2ccccc2)o1 (stereo not given)	6.9	1.7%	-9.1%	-1.1%	4.2%	-2.3%	-13.1%	2.0
CN(C)C(=O)c1nc2ccccc2s1	2.0	-2.2%	0.7%	12.5%	7.2%	-10.2%	16.8%	22.1
COC(=O)c1cc(NC(=O)c2ccc(Cn3cc(Cl)cn3)o2)cc(C(=O)OC)c1	?	-15.8%	-8.5%	-13.3%	-5.5%	3.5%	28.1%	-0.6
COc1ccc(C(=O)Nc2ccccc2C(=O)N/N=C/c2ccco2)cc1	6.1	8.2%	-35.0%[inhibitor]	2.2%	-45.9%[inhibitor]	-21.1%	31.2%	2.2
CSc1ccc(/C=N/NC(=O)c2ccc(O)cc2)cc1	22.5	-4.4%	-11.8%	10.3%	-0.4%	-22.4%	25.1%	2.3
CCOc1ccc(C(=O)CN2C(=O)NC3(CCCCCC3)C2=O)cc1	-27.5	3.5%	-25.6%	0.8%	0.4%	-22.5%	46.5%	-4.2
N#CC1C(C#N)N2CCCN2C1c1ccc(Br)cc1 (stereo not given)	4.4	6.0%	9.8%	0.0%	-7.9%	-8.5%	-13.0%	-2.2
CC(=O)N1CCN(C(=S)c2ccc(-c3ccc(Cl)cc3)o2)CC1	?	5.6%	-9.1%[9.22 µM]	7.4%	-15.6%	-9.0%	?	-11.8
COc1ccccc1/C=C/C(=O)NCC(=O)N/N=C/c1ccc2c(c1)OCO2	-25.8	0.8%	3.5%	3.2%	-0.4%	5.2%	19.2%	-12.7

Entries listed so far that contain fluorine, in the order listed:
SMILES	DRD3 antagonist	EPAC2 ag	Abeta rescue	EPAC2 antagonist	aSyn yeast inh	TDP-43 yeast inh	FUS suppressor	D3 ag
Fc1ccc(N/N=C(/c2ccccc2)c2ccccn2)cc1	10.7	5.4%	-7.1%	7.0%	-3.7%	?	7.0%	-7.7
N/C(CS(=O)(=O)c1ccc(F)cc1)=N\O	0.0	9.1%	1.3%	13.7%	3.5%	-33.2%[1.82 µM]	7.7%	1.6
Cc1cc(NC(=O)c2ccc(F)cc2)no1	-1.6	-2.0%	-9.8%	8.7%	7.1%	12.4%	-1.2%	-2.2

The listing continues:
SMILES	DRD3 antagonist	EPAC2 ag	Abeta rescue	EPAC2 antagonist	aSyn yeast inh	TDP-43 yeast inh	FUS suppressor	D3 ag
CCCCNC(=O)C1(C)CCCCN1C(=O)c1ccc(F)c(C)c1 (stereo not given)	?	-1.2%	-36.3%	4.4%	-6.9%	-18.8%	-18.3%	-2.4
COc1ccc(C(C)=O)cc1COC(=O)c1ccc(C)c(S(=O)(=O)N2CCOCC2)c1	-21.6	3.2%	-7.1%	1.4%	6.9%	20.0%	.	2.3
CCn1c(N2CCN(C(=O)C34CC5CC(CC(C5)C3)C4)CC2)nc2ccccc21	-11.2	-4.0%	6.9%	-12.5%	8.5%	-17.3%	16.9%	0.4
COc1ccccc1C(C#N)N1N=C(C)CC1(C)C (stereo not given)	25.1	5.7%	-4.7%	-5.1%	0.2%	-10.3%	-9.6%	3.3
Cc1cc(=O)oc2cc(OC(C)C(=O)NC3CCN(Cc4ccccc4)CC3)ccc12 (stereo not given)	-10.4	4.7%	-5.8%	0.1%	-3.6%	-3.8%	-12.8%	-3.5
COc1cc(NC(=O)C(NC(=O)C2CCC(C)CC2)C(C)C)cc(OC)c1OC (stereo not given)	.	.	-4.8%	.	.	20.0%	-10.7%	7.1
O=C(O)CN1C(=O)NC2NC(=O)NC21 (stereo not given)	16.1	-0.7%	5.7%	1.7%	-6.1%	-14.3%	12.2%	-3.6
Clc1ccc(Sc2ccccn2)cc1	-26.7	17.6%	-1.8%	-8.2%	-3.3%	-4.4%	-7.1%	-3.5
C=CCN1C(=O)c2ccc(C(=O)OCC(=O)N(CC)c3c(N)n(Cc4ccccc4)c(=O)[nH]c3=O)cc2C1=O	-29.5	2.6%	-10.3%	28.8%	-4.8%	-14.3%	-1.6%	-4.8
CN(Cc1ccccc1)C(=O)c1ccc(NC(=O)Cc2cccc(NC(=O)C3CCN(C(=O)C4CCCC4)CC3)c2)cc1	15.9	10.1%	-1.2%	-1.1%	-1.2%	13.9%	?	6.4
O=C(NCCc1ccc(Cl)cc1)C1CCC(=O)N1C1CCCC1 (stereo not given)	-6.6	7.2%	-11.9%	6.3%	0.5%	-26.2%	-5.3%	4.5
COc1ccc(C)cc1NS(=O)(=O)c1ccc2c3c(cccc13)C(=O)N2	.	.	-18.2%	.	.	13.2%	15.0%	-6.3
COc1ccc(NC(=O)NC2CCCc3ccccc32)cc1OC (stereo not given)	-4.3	9.4%	-7.9%	-0.1%	-0.8%	6.1%	18.7%	2.0
CCN(CC(O)Cn1c2ccccc2c2ccccc21)S(=O)(=O)c1ccc(C)cc1 (stereo not given)	1.7	20.8%	9.2%	-9.8%	24.6%	4.1%	?	-3.9
O=c1[nH]cnc2c1sc(=S)n2-c1ccccc1	-29.1	0.9%	-9.0%	2.9%	-26.1%	7.7%	13.8%	-4.9
Cc1ccc(S(C)(=O)=N/C=C2\C(=O)c3sccc3N(C)S2(=O)=O)cc1 (stereo not given)	21.5	10.9%	7.8%	-7.5%	-1.9%	-2.3%	0.3%	-5.1
COc1ccccc1CNC(=O)c1cc2sccc2n1C	37.8	18.2%	-13.6%	6.3%	1.4%	6.1%	30.4%	0.0
CC(=O)Nc1ccc2c(c1)nc(CN1CCCC1)n2C	-50.4*	1.5%	3.1%	4.8%	-15.0%	-20.0%	-2.7%	-32.8
CCOc1ccc(S(=O)(=O)N2CCC(C(=O)Nc3ccc(C)c(S(=O)(=O)N4CCOCC4)c3)CC2)cc1	22.4	4.0%	-15.7%	-11.4%	1.4%	-1.2%	?	1.8
O=C1c2ccccc2S(=O)(=O)N1CC1CC(c2ccc(Cl)cc2)=NO1 (stereo not given)	3.7	8.7%	-24.7%	-2.8%	-7.0%	-13.5%	-0.3%	-1.9
CC1CCN(C(=O)c2ccc(NS(=O)(=O)c3cccs3)cc2)CC1	-29.4	4.4%	6.8%	2.3%	3.0%	-1.9%	8.6%	-2.0
Cc1ccc(OCc2nc(-c3ccc(C(=O)N4CCN(c5ccc(Cl)cc5)CC4)cc3)oc2C)cc1	.	.	5.4%	.	.	0.0%	-13.8%	2.7
COc1ccc(-c2cc3nc(C)cc(N4CCN(C(=O)c5ccco5)CC4)n3n2)cc1	-12.0	8.6%	9.7%	6.3%	0.1%	0.0%	10.1%	0.8
CCCN1CCN(C(=O)c2oc3ccccc3c2NC(=O)COc2ccc(OC)cc2)CC1	19.0	-2.1%	4.1%	2.1%	8.9%	7.4%	-25.1%	-13.8
NC(Cc1ccc(Cl)cc1)c1csc(Nc2nccc(C(F)(F)F)n2)n1 (stereo not given)	19.4	-2.8%	20.0%	0.5%	-15.0%	0.0%	14.7%	2.6
CC1CCC(C(C)C)C(OC(=O)CSc2nc(N)cc(=O)[nH]2)C1 (stereo not given)	32.1	1.1%	0.7%	3.1%	-1.4%	-22.9%	?	19.0
CC(C)CN(C(=O)c1nn(C)c(=O)c2ccccc12)c1nc2ccccc2s1	-26.3	-19.4%	16.1%	-24.8%[57.1 µM]	3.7%	-1.6%	-4.2%	-2.4
Cc1nnc(SCC(=O)Nc2ccc(N(C)C)cc2)n(N)c1=O	-1.2	6.1%	15.5%	-2.8%	0.8%	2.1%	1.8%	2.5
O=S(=O)(CCc1ccccc1)/N=C/c1cccs1	0.0	3.2%[15.6 µM]	0.0%	4.0%	-0.1%	-10.5%	0.3%	-8.0
COC(=O)C1=C(O)CSC1=Nc1ccccc1	-14.4	-4.5%	9.8%	0.9%	-10.4%	10.7%	-6.2%	7.2
